D2 PAM – positive allosteric modulators of human D2 dopamine receptor. potentiation, % at 10 µM. AID 485347. P14416. hit rate 0.34% among 340,000. HEK293 T-REx D2, calcium flux, EC20 dopamine potentiation;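 active = potentiation over 3 SD above the plate norm, cut at about 30% in these data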; note: 0% is about no effect
Target sequence (P14416 whole entry, looked up): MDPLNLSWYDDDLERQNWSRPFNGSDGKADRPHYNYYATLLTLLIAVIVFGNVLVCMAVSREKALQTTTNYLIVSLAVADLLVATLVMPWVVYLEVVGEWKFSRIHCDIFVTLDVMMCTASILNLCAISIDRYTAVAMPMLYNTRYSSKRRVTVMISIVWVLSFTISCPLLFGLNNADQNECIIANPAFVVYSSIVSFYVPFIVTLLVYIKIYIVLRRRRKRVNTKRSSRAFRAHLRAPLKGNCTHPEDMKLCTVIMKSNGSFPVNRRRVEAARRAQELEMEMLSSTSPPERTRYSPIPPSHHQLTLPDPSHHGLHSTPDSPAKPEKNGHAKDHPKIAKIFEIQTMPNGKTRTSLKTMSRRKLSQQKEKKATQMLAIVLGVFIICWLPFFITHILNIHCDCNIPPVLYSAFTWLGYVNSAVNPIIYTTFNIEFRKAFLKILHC
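Tetracycline-induced Hek293 Trex D2 cells, force-coupled to calcium, loaded with no-wash calcium dye. Compound added with 180 s kinetic read for agonism, then EC20 dopamine and a further 180 s read for potentiation.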
TRHR enhancer – allosteric enhancers of human TRH receptor | P34981 | TRHR cells, fluo-8 calcium fluorescence, EC20 TRH enhancement | enhancement, % at 2 µM | hit rate 0.66% among 360,000; in the data active = enhancement above about 30%; note: 0% is about no effect
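TRHR-expressing cells loaded with fluo-8 calcium dye were read kinetically (ex 480/em 530) during compound addition, then stimulated with an EC20 of TRH (10 nM final). Enhancement of the Gq-mediated intracellular calcium response was scored.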
RXFP1 antagonist – blocks the human relaxin receptor RXFP1; activity change, negative = inhibition, % at 57.5 µM; Q9HBX9; hit rate 0.59% among 350,000; HEK293-RXFP1, relaxin-stimulated cAMP HTRF, 30 min; hits give low values;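 active = activity change of -60% or lower, but not beyond a set lower limit; inconclusive = change between -60% and -40%, or beyond the set limit; inactive = change above -40%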; note: % is set by controls: 0 for no effect and ±100 for the full control effect
D2 antag – antagonists of human D2 dopamine receptor; hit rate 2% among 340,000; AID 485344; P14416; HEK293 TREx D2 cells, calcium flux, dopamine EC80; inhibition, % at 10 µM; in the data active = inhibition above about 30%; note: 0% is about no effect
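Antagonism is scored as inhibition of an EC80 dopamine-evoked calcium signal in a force-coupled, tetracycline-inducible HEK293 T-REx D2 line, with compound present 180 s before agonist.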
RXFP1 ag – agonists of human relaxin receptor RXFP1 | HEK293T-RXFP1 cAMP TR-FRET, 30 min; response scale: percent of porcine relaxin response, buffer zero | hit rate 0.3% among 370,000 | Potency, µM (highest dose often 57.5 µM), inactives show top-dose activation, hits mostly activators | Q9HBX9; active = well fitted activation curve with a large enough effect; inconclusive = small, poorly fitted or top-dose-only effect; note: potency is the fitted concentration of half-maximal effect; % is set by controls: 0 for no effect and ±100 for the full control effect; nearly all actives have a fitted effect of over 60% in size; many of its hits are not listed in these tables
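Agonist response is measured as cAMP accumulation in an RXFP1-transfected HEK293T line under PDE4 inhibition. Values are scaled between buffer-only and 29 nM porcine relaxin, and EC50s come from standard Hill equation fits.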
D2 ag – activates the human D2 dopamine receptor; P14416; HEK293 T-REx D2 cells, calcium flux agonist mode; activation, % at 2 µM; hit rate 0.53% among 340,000; AID 485358;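 active = activation over 3 SD above normal in the single-dose calcium agonist read, cut at about 30% in these data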; note: 0% is about no effect
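Tetracycline-induced HEK293 T-REx cells with force-coupled D2 receptor, plated overnight at 30 C, loaded with no-wash calcium dye. After a 10 s baseline, compound was pin-added and calcium flux read kinetically for 180 s; calcium rises flagged agonists.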
D1 antag – human D1 dopamine receptor antagonism. P21728. HEK293 TREx D1 cells, calcium flux, dopamine EC80; hits give low values. activity change, negative = inhibition, % at 10 µM. hit rate 3.2% among 360,000. AID 504652; in the data active = activity change below about -30%; note: % is set by controls: 0 for no effect and ±100 for the full control effect
Target sequence (P21728 whole entry, looked up): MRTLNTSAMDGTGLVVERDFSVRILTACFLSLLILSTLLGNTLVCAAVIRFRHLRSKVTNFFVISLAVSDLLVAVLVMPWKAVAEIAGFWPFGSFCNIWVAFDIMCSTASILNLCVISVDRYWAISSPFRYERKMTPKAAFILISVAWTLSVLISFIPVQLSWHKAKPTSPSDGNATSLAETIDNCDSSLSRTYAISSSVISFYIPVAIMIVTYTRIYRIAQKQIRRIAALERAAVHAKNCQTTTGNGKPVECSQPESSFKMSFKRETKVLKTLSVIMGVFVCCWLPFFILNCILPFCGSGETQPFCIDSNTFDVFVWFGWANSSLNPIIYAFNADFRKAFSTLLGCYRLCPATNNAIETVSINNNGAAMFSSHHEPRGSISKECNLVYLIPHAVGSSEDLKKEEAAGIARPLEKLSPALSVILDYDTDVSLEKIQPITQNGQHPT
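Tetracycline-induced HEK293 T-REx cells with force-coupled D1 receptor were loaded with a no-wash calcium dye. Compound was added after a 10 s baseline and read kinetically for 180 s; EC80 dopamine was then added and calcium flux followed another 180 s.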
D1 potentiator – enhances dopamine response at the human D1 receptor; hit rate 0.036% among 360,000; P21728; potentiation, % at 10 µM; HEK293 TREx D1 cells, calcium flux, dopamine EC20 potentiation; AID 504651; in the data active = potentiation above about 30%; note: 0% is about no effect
D1 ag – human D1 receptor agonism. P21728. activation, % at 2 µM. hit rate 1% among 360,000. HEK293 T-REx D1 cells, calcium flux, agonist mode. AID 504660; in the data active = activation above about 30%; note: 0% is about no effect
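Agonism was scored from calcium flux recorded over 180 s (1 read/s) after pintool compound addition, following a 10-cycle baseline. Cells were inducible force-coupled HEK293 TREx D1, plated overnight at 30 C and loaded with no-wash calcium dye.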
Starred values were filed as active, the others as inactive; ? = inconclusive; · = not tested or not shown; & = joins results of further samples. This is a subset; rates above refer to the full screens.

Start of the data: the first 3 records (preview)
nr	structure	D2 PAM	TRHR enhancer	RXFP1 antagonist	D2 antag	RXFP1 ag	D2 ag	D1 antag	D1 potentiator	D1 ag
1	CC(C)C(=O)Nc1ccc(N2CCCC2)cc1	6	-1	-4	-21	-1.4%	-0.7	-1	-2	-1
2	CCCCOc1cccc(-c2nnc(NC(=O)CSc3ccc(C)cc3)s2)c1	-2	-4	-10	-1	3.5%	0.8	11	-6	2
3	COc1ccc(NC(=O)C2CCCN2S(=O)(=O)c2ccc(F)cc2)cc1 (configuration not stated)	-3	1	·	30*	1.5%	1.0	-2	1	0

Main list (from the top)
nr	structure	D2 PAM	TRHR enhancer	RXFP1 antagonist	D2 antag	RXFP1 ag	D2 ag	D1 antag	D1 potentiator	D1 ag
1	CC(C)C(=O)Nc1ccc(N2CCCC2)cc1	6	-1	-4	-21	-1.4%	-0.7	-1	-2	-1
2	CCCCOc1cccc(-c2nnc(NC(=O)CSc3ccc(C)cc3)s2)c1	-2	-4	-10	-1	3.5%	0.8	11	-6	2
3	COc1ccc(NC(=O)C2CCCN2S(=O)(=O)c2ccc(F)cc2)cc1 (configuration not stated)	-3	1	·	30*	1.5%	1.0	-2	1	0
4	O=C(NCC1CCCO1)C1CC(=O)N(c2cccc(Cl)c2)C1 (configuration not stated)	·	15	1	·	4.3%	·	6	-2	2
5	O=C(CSc1nc2ccccc2c(=O)n1CCCO)N1CCc2ccccc21	·	-1	2	·	0.4%	·	-10	-1	1
6	Cc1sc(NC(=S)Nc2ccc(F)cc2)c(C(N)=O)c1C	6	5	8	15	?	1.1	3	5	1
7	COc1ccccc1N1CCN(C(=O)c2cc3c(=O)n(Cc4ccco4)ccc3nc2C)CC1	-18	0	-9	·	5.0%	0.5	-9	-6	1
8	COc1cc2c(cc1C1NC(=S)NC(C)=C1C(=O)N(C)C)CCCC2 (configuration not stated)	7	-4	0	12	0.7%	-0.6	-16	4	0
9	CN(C(=O)c1nc(-c2cccc(F)c2)n2c1CCCCC2)c1ccccc1F	-2	6	4	·	0.9%	0.5	9	-2	1
10	CSc1ccccc1OCc1cc(C(=O)NCc2ccc(C)s2)no1	-4	-4	-9	-14	1.5%	0.4	2	-12	12
11	Cc1cc(C(=O)CSc2nnc(-c3ccc(OC(F)F)cc3)o2)c(C)n1Cc1cccs1	7	-1	-2	-4	2.8%	0.5	2	-2	2
12	CC(C)(C)C1CCC(=NNC(=O)c2ccco2)CC1 (configuration not stated)	-9	-1	3	22	-3.7%	1.1	-11	0	2
13	COc1ccc(C(CC(=O)O)n2cnnn2)cc1 (configuration not stated)	-1	3	9	·	-2.3%	·	-4	3	2
14	O=c1oc2cc(Br)ccc2n1Cc1ccccc1	9	-4	8	3	0.1%	-0.9	-26	-7	4
15	CC(C)Nc1nc(SCC(N)=O)nc(N2CCOCC2)n1	-4	10	3	12	1.8%	0.0	-4	-2	2
16	CS(=O)(=O)c1ccc(Cl)c(NC(=O)COC(=O)CCCN2C(=O)c3cccc4cccc(c34)C2=O)c1	-4	7	-5	15	3.9%	0.2	5	0	0
17	CC1(C(=O)N2CCN(Cc3ccccc3Cl)CC2)CC1(Cl)Cl (configuration not stated)	2	1	8	-8	3.5%	-0.1	-7	-2	5
18	Cc1ccc2sc(NC(=O)c3cccc(N4C(=O)CCC4=O)c3)nc2c1C	-4	-3	-12	1	-1.6%	1.4	-10	-1	14
19	CCC(C)c1ccc(NC(=S)NCc2cccnc2)cc1 (configuration not stated)	-6	-3	2	2	-1.1%	-1.5	-15	-8	8
20	C/C(Cn1cnc([N+](=O)[O-])n1)=N\NC(=O)c1ccncc1	-5	-3	5	-8	-0.3%	-2.5	-11	-2	3
21	CC1(C)C2CCC(C2)C1(C)NC(=O)CNC1CCCCC1 (configuration not stated)	3	5	8	3	-3.6%	1.0	-2	-5	10
22	CCn1cnc2c1c(=O)[nH]c(=O)n2Cc1ccccc1	7	7	-9	-14	-3.4%	-0.2	6	2	2
23	N#CCO/N=C/C(=O)Nc1ccc(F)cc1F	6	3	-2	53*	-0.1%	-0.8	-7	8	1
24	COc1ccc(-c2cn3ccc4ccccc4c3n2)cc1	-4	0	1	4	0.5%	-0.4	-5	-9	2
25	CN(CC(=O)Nc1ccc(OC(F)(F)F)cc1)C(=O)/C=C/c1cc2c(cc1[N+](=O)[O-])OCO2	-22	-5	-2	80*	0.0%	0.1	-49*	-2	1
26	COC(=O)C1(Cc2cc(-c3ccc([N+](=O)[O-])cc3)no2)CCN(C(=O)OC(C)(C)C)CC1	8	2	·	14	-1.0%	-1.3	-20	-10	4
27	Cc1cc(C)c2oc(C(=O)NCCc3ccc(S(N)(=O)=O)cc3)cc(=O)c2c1	-8&8	-10&10	-13&-5	-16	?	-0.9&0.2	-12&-10	9&0	2&-2
28	CCN(CC(=O)Nc1c(F)cccc1F)C(=O)C1CCCN(C(=O)c2ccc(Cl)cc2)C1 (configuration not stated)	9	-7	-3	5	-0.9%	0.9	-2	4	1
29	CCCC1C(c2ccc(OC)cc2)C(C#N)(C#N)C2(C#N)CC1(N)NC2=O (configuration not stated)	-9	-7	10	-19	0.4%	-0.1	6	-4	1
30	Cc1ccc(CNC(=O)CSc2nc3ccccc3[nH]2)cc1	-12	-2	-4	-19	3.7%	-1.2	-9	-4	4
31	Cc1cccc(Cn2nnc(C(=O)Nc3cc(C)ccc3C)c2N)c1	2	-10	-10	·	1.3%	0.5	15	3	10
32	O=S(=O)(c1ccc(F)c(F)c1)N1CCC2(CC1)OCCO2	15	-1	6	-12	0.2%	0.1	0	8	2
33	CCC(=O)NC(=S)Nc1ccc(NC(=O)c2ccc([N+](=O)[O-])cc2Cl)cc1	-8	5	-16	1	1.4%	1.8	-17	-8	8
34	Nc1cc([N+](=O)[O-])ccc1Nc1ccc(O)cc1	-3	-14	-12	-26	-18%	-1.7	-19	-10	3
35	COP(=O)(OC)c1nc(-c2ccccc2)oc1NCc1ccccc1	-8	11	-6	6	0.4%	0.5	-22	0	-1
36	CCOC(=O)c1ccc(OC(=O)c2cn(-c3cccc(OC)c3)c(=O)c3ccccc23)cc1	1	-14	-17	·	-1.2%	2.6	21	-3	6
37	Fc1ccccc1OCCCCN1CCCCC1	-25	-2	0	8	-1.1%	0.6	-9	-6	4
38	CN(C)S(=O)(=O)N1CCC(n2c(C(F)(F)F)nc3cccnc32)CC1	-3	-5	1	·	9.4%	-1.4	-13	-1	4
39	Cc1cc(C)cc(NC(=O)C2CCN(C(=O)c3cnn(-c4ccccc4)c3-n3cccc3)CC2)c1	-11	-1	·	·	0.1%	0.5	-11	1	3
40	CCCn1cc(CN2CCCC(C(=O)c3cccc(OC(C)C)c3)C2)c(C)n1 (configuration not stated)	-6	13	-5	4	0.9%	0.2	-12	-4	8
41	Cc1cccc(OCc2cc(=O)n3c(-c4ccccc4)csc3n2)c1C	-9	-10	·	·	?	-0.1	-20	0	6
42	Cc1ccc(NC(=O)COC(=O)Cn2cnc3c2c(=O)n(C)c(=O)n3C)cc1Cl	1	10	-4	2	15%	2.8	-11	7	2
43	O=C(NC(=S)Nc1ccccc1Br)c1ccco1	-5	20	-16	5	3.2%	0.2	-5	-6	-2
44	C/C(CCC(C)C)=N\NC(=S)NCc1ccccc1	8	-2	5	-15	-0.3%	1.2	2	-7	1
45	Cc1ccc(S(=O)(=O)N2CCC(=O)N(CCOC(=O)Nc3cccc(Cl)c3)CC2)cc1	0	-5	·	-9	0.0%	-1.0	-31*	-5	3
46	Cn1c(SCC(=O)NCCN2C(=O)CSC2=O)nnc1-c1ccccc1	·	3	·	·	-0.3%	·	2	-2	1
47	CN(CCc1ccccn1)Cc1ccc(Cl)cc1	·	-3	26	·	-0.7%	·	-5	-2	1
48	COc1ccc(CNc2cccc(C)n2)c(O)c1	-1	-4	9	1	0.4%	0.3	0	-2	0
49	CC(=O)N/C(=C\c1ccccc1)C(=O)OCC(=O)c1ccccc1	-11	3	-6	14	-0.2%	0.1	-22	-1	0
50	O=S(=O)(c1ccccc1)c1cc(O)ccc1O	12	3	-5	2	2.5%	0.7	-5	-3	2

Next structures.
nr	structure	D2 PAM	TRHR enhancer	RXFP1 antagonist	D2 antag	RXFP1 ag	D2 ag	D1 antag	D1 potentiator	D1 ag
51	CN(C)S(=O)(=O)c1ccc(C(=O)OCC(=O)c2ccc3c(c2)NC(=O)CO3)cc1	13	5	-3	19	1.5%	0.8	12	4	11
52	CC(=O)c1cnc2nc(SCc3ccccc3)nn2c1C	-2	3	1	-14	-0.3%	-1.4	27	5	-1
53	CCn1cc(C(=O)NCc2cccnc2)c2cc(OC)c(OC)cc2c1=O	-6	2	13	-2	-1.1%	0.5	-8	-1	2
54	CCOC(=O)c1sc(=S)sc1SCc1cccc(C(F)(F)F)c1	5	8	5	-6	-0.6%	-0.3	9	-5	12
55	CCc1nnc(NC=C2C(=O)OC(C)(C)OC2=O)s1	3	-4	-5	22	1.3%	0.6	5	-2	3
56	COc1ccccc1/C=C/C=N/N1CCN(Cc2ccc(Cl)cc2)CC1	-5	8	-28	-8	-2.3%	-0.1	-3	3	5
57	CC(C)OC(=O)CSc1nnc(CNc2nc(-c3ccccc3)cs2)n1C	-4	20	-7	-6	0.6%	0.5	3	-6	1
58	Cc1ccc(S(=O)(=O)c2nnn3c2nc(N2CCOCC2)c2ccccc23)cc1C	1	-9	5	11	14%	-0.2	-18	6	6

High-throughput results deposited in PubChem BioAssay by National Center for Advancing Translational Sciences (NCATS).
